Source: PubChem BioAssay
b-catenin transl: beta-catenin nuclear translocation modulation; HeLa beta-catenin nuclear translocation, immunofluorescence imaging; nuclear translocation activity, % at 5 µM; actives 0.3% (n = 190,000);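 active means nuclear translocation activity above 50% at 5 µM, with a well cell count of 50 or more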;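 further: per-cell ratio of nuclear to cytoplasmic median beta-catenin stain intensity; plate controls were DMSO negative control for no effect and GSK-3 inhibitor IX positive control for full effect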
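System: HeLa cells, endogenous beta-catenin; compound dosing: 5 µM primary single dose, 0.1% DMSO, 0.02–20 µM confirmation series; incubation: 24 h compound exposure at 37°C, 5% CO2; signal: beta-catenin immunofluorescence imaging with DAPI; evaluation: % activation, nuclear-to-cytoplasmic median beta-catenin signal ratio per cell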
M17LAP inhibition: P. falciparum M17LAP inhibitors, primary screen, biochemical, fluorogenic H-Leu-NHMec substrate, 1536-well (AID 1619). recombinant M17LAP, H-Leu-NHMec fluorogenic kinetic assay; higher % means a stronger effect. one-dose inhibition, % at 30 µM; IC50 in µM for titrated hits. actives 0.38% (n = 220,000);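 active means compound inhibiting the enzyme by more than half at any dose during confirmatory dose-response retesting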;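 further: plate controls were full reaction with DMSO carrier for no effect and no enzyme background for full effect; strong numbers were not always called active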
Dynein cargo inh: dynein cargo transport inhibition; 3617.4 mouse cells, GR-EGFP nuclear translocation imaging; test concentration mostly 20 µM; stimulated with dexamethasone, 1 µM; hits give low values; AID 1381; z-score, hits read low; actives 0.47% (n = 220,000);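 active means plate z-score of nuclear minus cytoplasmic receptor signal below a set negative limit, without overly bright fluorescence or cell loss, cut at about -3.5 in these data, passing the limit was not always enough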;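 further: z-score of nuclear minus cytoplasmic ring GR-EGFP intensity difference per well; some compounds called inactive have numbers as strong as hits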
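Buffer or medium: tet-free medium with charcoal-stripped serum / Also added: dexamethasone agonist, 1.0 µM final, for 30 min / Timing: induction 48 h, compound 1 h, agonist 30 min / Measured by: high-content fluorescence imaging after fixation / Read-out: nuclear-to-cytoplasmic GR-EGFP distribution per well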
M1AAP inhibition: P. falciparum M1AAP inhibitors, biochemical, fluorogenic H-Leu-NHMec substrate, 1536-well (AID 1445); one-dose inhibition, % at 30 µM; IC50 in µM for titrated hits; actives 0.42% (n = 220,000); recombinant M1AAP, H-Leu-NHMec fluorogenic kinetic assay; higher % means a stronger effect;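 active means primary inhibition above the hit cutoff, then over 50% inhibition at one or more dose response concentrations, cut at about 23% in these data, passing the limit was not always enough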;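 further: plate controls were DMSO full reaction for no effect and no enzyme background for full effect; strong numbers were not always called active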
T cell modulator: T cell immune modulators affecting CD8 T cell-vesicle binding; 2C CD8+ T cell-vesicle binding, flow cytometry; hits give low values; calls only at 7 µM; actives 0.068% (n = 330,000); AID 2052;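 active means response, share of CD8 T cells binding vesicles, and their 90th percentile fluorescence all below set limits, cut at about 80% in these data, passing the limit was not always enough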
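Also added: QL9-peptide-loaded Drosophila micro-vesicles bearing Ld, ICAM-1 and B7-1; Test system: purified 2C TCR transgenic mouse naive CD8+ T cells; Measured by: cytometric PE anti-B7-1 and Alexa647 anti-CD8 signals after 1% paraformaldehyde fixation; Timing: binding step 1.5 h, 37 °C, antibody labelling 20 min, ice.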
Yfh1-depleted yeast: mitochondrial function rescue without frataxin homolog – Friedreich's ataxia, plus single-dose screen, dose response (AID 1465) | S. cerevisiae Yfh1-off respiration, WST-1 reduction, 72 h; higher fold induction means a stronger effect | one-dose fold induction at 50 µM; EC50 in µM for titrated hits | actives 0.074% (n = 220,000);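 active means fold induction of absorbance versus untreated yeast above a set limit, then at least 30% activation at any dose in follow-up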;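 further: activators that raise dye reduction in frataxin-depleted yeast; strong numbers were not always called active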
Autophagy HCS: autophagy modulation, high-content screen; calls only at 10 µM (by protocol); actives 0.98% (n = 190,000); MEF GFP-LC3 puncta imaging; test concentration mostly 10 µM; AID 463193;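 active means percentage of spot-positive cells more than 3 SD above its plate mean, without a fluorescence outlier flag or 80% toxicity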;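 further: spot-positive cell cutoff set from DMSO-treated cells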
WT yeast gro inh: growth inhibition of WT yeast, mitochondrial fusion screen | actives 2.1% (n = 190,000) | inhibition, % at 10 µM | AID 1362 | mitochondrial fusion phenotypic screen, WT strain; in the data active means inhibition above about 58%; tested in S. cerevisiae
MT stabilizer: stabilizes microtubules in HeLa cells; HeLa tubulin immunostaining HCS, 24 h; share of cells brighter than vehicle mean+2SD; % tubulin-high responders, % at 10 µM; actives 0.83% (n = 200,000);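 active means plate Z-score above 3 for both tubulin-high and condensed-nucleus cell shares, with cell loss under 80%, at 10 µM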;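 further: anti alpha tubulin signal scored within the nucleus-defined area of each cell; some results filed as inactive read as strong as hits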
WT yeast gro inh mutant strain: recorded beside WT yeast gro inh, whose call it bears; inhibition, %; mitochondrial fusion phenotypic screen, mutant strain inhibition
Dynein cargo inh cytoplasmic EGFP: recorded beside Dynein cargo inh, whose call it bears; z-score; measured here: cytoplasmic GR-EGFP intensity; hits give high values
Dynein cargo inh nuclear GR-EGFP: further read-out of Dynein cargo inh, marked with its call; z-score; measured here: nuclear GR-EGFP intensity;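 lower value marks the stronger effect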
Dynein cargo inh cell count: second read-out of Dynein cargo inh, no call of its own (marks repeat the call); z-score; measured here: cell count per field
b-catenin transl cell count 5 µM: second read-out of b-catenin transl, no call of its own (marks repeat the call); cell count; measured here: cell count, cytotoxicity flag
T cell modulator vesicle-bound %: second read-out of T cell modulator, no call of its own (marks repeat the call); double positive events, %; measured here: CD8+ vesicle-bound cell fraction;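 binding gate set so that unloaded-vesicle control wells show 10% double positive cells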
MT stabilizer Hoechst-high %: recorded beside MT stabilizer, whose call it bears; % Hoechst-high responders; measured here: nuclear condensation Hoechst responders;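 share of cells brighter than vehicle mean plus two SD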
MT stabilizer cytotoxicity %: also measured in MT stabilizer; calls as there; toxicity, %; measured here: cytotoxicity by cell density;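 0% = mean cell density of plate MIN control wells and 100% = no cells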
Autophagy HCS cell loss 18 h: also measured in Autophagy HCS; calls as there; toxicity, %; measured here: cell loss, nuclei count;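 cell loss after 18 h compound exposure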
* marks the source's active call; other numbers are inactive results; i = inactive; . = not tested or not shown; + = active, no number.

SMILES | b-catenin transl | b-catenin transl cell count 5 µM | M17LAP inhibition | Dynein cargo inh | Dynein cargo inh cytoplasmic EGFP | Dynein cargo inh nuclear GR-EGFP | Dynein cargo inh cell count | M1AAP inhibition | T cell modulator | T cell modulator vesicle-bound % | Yfh1-depleted yeast | Autophagy HCS | Autophagy HCS cell loss 18 h | WT yeast gro inh | WT yeast gro inh mutant strain | MT stabilizer | MT stabilizer Hoechst-high % | MT stabilizer cytotoxicity %
COc1ccc(N2CCN(C(=S)Nc3ccc(C)cc3C)CC2)cc1 | -1.1 | 1097 | . | -0.0604 | -0.15 | 0.383 | -0.0843 | . | i | 56.3 | i | i | -14.5 | 2.2 | 7.3 | 0.9 | 1.0 | 5.5
Cc1cccc(NS(=O)(=O)c2cccs2)c1 | -9.7 | 1231 | 3.2% | 0.961 | -0.0278 | 0.935 | -1.03 | 1.6% | i | 35.5 | i | i | 39.1 | -4.0 | 1.2 | 0.9 | 0.9 | 2.9
Cc1cnc(NC(=O)c2cc3c(C)nn(-c4ccccc4)c3s2)s1 | 0.8 | 1071 | -2.5% | 1.07 | -0.0988 | 0.88 | 0.221 | 3.5% | i | 10.9 | i | i | -2.4 | 9.0 | 19.1 | 3.4 | 1.9 | 7.8
N#Cc1ccccc1OCC(=O)OCC(=O)N1CCN(C(=O)c2ccco2)CC1 | 0.7 | 1020 | 2.8% | 0.261 | -0.195 | 0.383 | 0.347 | 1.9% | i | 18.5 | i | i | 0.4 | -23.9 | 7.5 | 9.7 | 2.4 | 2.8
Cc1cccc2sc(NC(=O)[C@@H]3CCCN3C(=O)c3cccs3)nc12 | 0.2 | 1043 | 4.4% | 1.27 | -0.247 | 1.02 | -1.41 | -0.4% | i | 44.9 | i | i | 24.2 | 21.8 | -5.2 | 5.0 | 2.7 | 3.3
CC1=CC(=C(C#N)c2nc3ccccc3s2)C=C(C)N1c1ccc(F)cc1F | -0.7 | 1024 | 8.1% | 2.24 | 7.91 | 2.88 | -0.818 | 2.3% | i | 47.3 | i | + | 15.8* | 28.6 | 15.3 | 5.0 | 1.8 | 3.4
CC(C)(C)c1cc(C(=O)N/N=C/c2ccc(F)cc2)n(-c2ccccc2)n1 | -0.1 | 1070 | -4.1% | 0.597 | -0.23 | -0.0624 | 1.28 | 0.0% | i | 10.7 | i | i | 11.9 | 22.2 | -8.1 | 4.0 | 1.0 | 9.8
NS(=O)(=O)c1ccc(NC(=O)c2c(Cl)cccc2Cl)cc1 | 3.0 | 922 | 31.0% | -0.687 | -0.193 | -0.384 | 0.686 | -2.4% | i | 64.2 | i | i | -10.5 | -3.9 | -2.2 | 2.3 | 2.6 | 4.4
CC(=O)Oc1ccc(Oc2ccc(-c3noc(C)n3)cc2)cc1 | . | . | 4.8% | 1.87 | -0.198 | 1.58 | -1.3 | 6.9% | i | 33.0 | i | i | 32.1 | -3.6 | 9.4 | 3.0 | 2.5 | 1.9
O=C(NN1CC(=O)N(c2cc(Cl)cc(Cl)c2)CC1=O)c1cccs1 | -1.7 | 1356 | -4.3% | 1.87 | -0.131 | 1.4 | -2.32 | 0.8% | i | 19.4 | i | . | . | . | . | . | . | .
O=C(Cn1cncn1)NCc1cccc2ccccc12 | . | . | 0.2% | 1.52 | -0.342 | 0.806 | -0.44 | 1.8% | i | 45.5 | i | i | 10.7 | 9.7 | -8.5 | 3.6 | 2.0 | 9.9
CCOC(=O)C1CCc2sc(N)c(C#N)c21 (stereo unspecified) | . | . | -12.8% | -0.158 | -0.232 | -0.0529 | 0.848 | 2.5% | i | 33.6 | i | i | -5.4 | -8.5 | -16.7 | 3.2 | 2.2 | 7.8
O=C1NC(=O)/C(=C/c2cccc(O)c2)N1 | -0.8 | 1253 | 3.0% | 0.796 | -0.276 | -0.0292 | 0.452 | 3.3% | i | 64.4 | i | . | . | . | . | . | . | .
CCC(C)Nc1nc2c(c(=O)[nH]c(=O)n2C)n1CCC(C)C (stereo unspecified) | -2.0 | 1134 | -3.0% | 0.5 | -0.241 | 0.261 | 0.307 | 0.2% | i | 17.6 | i | i | -7.1 | 12.4 | -12.6 | 3.1 | 2.6 | 22.8
O=C(NC12CC3CC(CC(C3)C1)C2)N1CCN(C(=O)c2ccco2)CC1 | -5.8 | 979 | 0.7% | -0.391 | -0.289 | 0.389 | 0.05 | 1.6% | i | 49.8 | i | i | 13.5 | 4.4 | 12.7 | 3.8 | 1.9 | 8.7
CCc1ccc(NC(=O)Cn2nc(C)c([N+](=O)[O-])c2C)cc1 | -1.2 | 1038 | 1.7% | -0.817 | -0.323 | -0.698 | 0.763 | 6.5% | i | 43.3 | i | + | 38.8* | -7.9 | -10.4 | 2.0 | 2.0 | 7.6
Cc1ccc(S(=O)(=O)N2CCC(C(=O)N[C@@H](C)C(=O)NC3CCS(=O)(=O)C3)CC2)cc1 (stereo partly specified) | 2.5 | 545 | -10.0% | 2.82 | -0.176 | 2.24 | -1.56 | 7.0% | i | 2.9 | i | i | -25.3 | -13.1 | -27.4 | 4.9 | 2.5 | 10.6
CCC(CC)c1nc2cc(OC)c(OC)cc2c(=O)o1 | -1.8 | 1045 | 17.1% | 0.035 | -0.0539 | 0.548 | -1.86 | -2.6% | i | 38.2 | i | i | 0.3 | -8.9 | -11.0 | 5.3 | 2.1 | 11.1
CCOC(=O)Cc1csc(NC(=O)c2sc3nc4ccc(C)cc4cc3c2N)n1 | . | . | 5.2% | -0.439 | 0.203 | -0.663 | 0.595 | 0.7% | i | 49.7 | i | i | 0.6 | 14.1 | -0.4 | 0.8 | 1.9 | 13.4
O=C(CSc1nnc(C2CC2)n1Cc1ccccc1)c1cc2ccccc2o1 | -5.8 | 922 | 2.7% | -1.28 | -0.148 | -0.232 | 0.355 | 8.2% | i | 16.8 | i | i | 13.4 | -4.3 | -15.1 | 4.5 | 2.4 | 10.7
CC1CCCN(C(=O)CCc2ccccc2)C1 (stereo unspecified) | 0.9 | 518 | -9.2% | -0.835 | -0.316 | -0.859 | 1.09 | 3.2% | i | 51.2 | i | i | -3.6 | -9.0 | -6.1 | 3.2 | 3.6 | 8.8
CCOC(=O)c1c(C)[nH]c(C(=O)Cn2nnc(-c3ccccc3)n2)c1C | -8.5 | 1045 | -1.6% | 1.44 | -0.206 | 1.2 | -0.117 | 0.1% | i | 31.8 | i | i | -46.0 | 11.9 | 14.8 | 3.4 | 2.1 | 10.6
COc1c(C(=O)Nc2ccc(Cc3ccncc3)cc2)ccc2ccccc12 | 5.5 | 495 | 15.2% | 0.444 | -0.0765 | 0.45 | -0.488 | 0.8% | i | 59.9 | i | i | 6.9 | 68.4* | 28.5* | 14.3 | 14.3 | 25.7
Cc1cc(-c2ccccc2)c2c3c(cn2n1)c(=O)n(C)c(=O)n3C | . | . | 9.9% | 0.0851 | -0.238 | 0.162 | 0.109 | 2.7% | i | 27.9 | i | i | 1.0 | -12.1 | -19.4 | 2.2 | 0.2 | 24.0
CCOC(=O)CN1C(=O)c2ccccc2C1=O | -1.7 | 1071 | 4.5% | -0.318 | 1 | 0.0789 | 0.319 | 2.3% | i | 32.4 | i | i | -3.5 | 2.8 | 15.1 | 2.5 | 1.3 | 3.6
CC(C)CCn1cnc2c(cnn2-c2ccc(Cl)cc2)c1=O | 5.3 | 1382 | -0.8% | -0.0499 | -0.227 | 0.371 | -0.14 | 3.7% | i | 11.7 | i | i | 8.3 | -17.6 | -18.2 | 3.8 | 1.9 | 5.7
COc1ccc(CN(C(=O)c2cnccn2)C(C(=O)Nc2ccc(F)cc2)c2ccccc2)cc1 (stereo unspecified) | 1.2 | 565 | 0.8% | -0.785 | -0.0993 | -0.541 | -0.0319 | 5.8% | i | 55.0 | i | i | 4.8 | -6.2 | 4.8 | 2.8 | 1.9 | 6.9
CNC(=O)C(Sc1ccccc1)c1ccccc1 (stereo unspecified) | -2.5 | 872 | -3.8% | 1.27 | -0.0609 | 1.29 | -1.81 | -0.2% | i | 37.3 | i | i | -47.5 | 3.1 | 0.6 | 2.6 | 2.8 | 6.0
COc1ccc(CNn2c(C)nc3ccccc3c2=O)cc1 | . | . | 9.0% | -0.0918 | -0.203 | 0.271 | -0.23 | 1.4% | i | 25.5 | i | i | -15.8 | -17.7 | 2.1 | 16.2 | 8.7 | 8.3
